RAD54 inh: inhibitors of human RAD54 branch migration, primary screen, biochemical, fluorescence, single point; 0.14% of 360,000 active; AID 602329, 2012; RAD54 Holliday junction branch migration, FAM/BHQ fluorescence; inhibition, % at 10.4 µM; DNA repair and recombination protein RAD54-like (Homo sapiens), Q92698;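 active = mean normalized replicate activity at least 40 and at least half of replicates scoring 40 or more; inconclusive = only one of the two criteria met; inactive = mean below 40 and under half of replicates reaching 40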;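 also: 0% = median of neutral control wells and 100% = median of positive control wells; inhibitors cause a drop in the FAM fluorescence signal; in these data hits start at about 50%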
Xi reactivation: activators of inactive X chromosome reactivation, primary screen, imaging, XiGFP fibroblasts, GFP high-content imaging, set 2. XiGFP mouse fibroblasts, % GFP-positive cells imaging, 3 d; cells co-treated with 5-aza-dC sensitizer; scaled so ellipticine positive control = 100%. activation, % at 7.58 µM. 0.055% of 360,000 active;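 active = mean normalized replicate activation at least 10% and every replicate at or above 10%; inconclusive = only one of the two criteria met; inactive = mean below 10% and not all replicates reach 10%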;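 also: 0% = median of on-plate neutral control wells and 100% = ellipticine 6 µM median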
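Schedule: 3 d treatment, 15 min room-temperature fixation; system: 68-5-11 XiGFP fibroblast line; buffer or medium: DMEM plus 5-aza-dC sensitizer; control set: ellipticine 6 µM positive control; compound: one concentration, pinned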
esBAF inh: Bmi1 luciferase reporter increase in mESCs, primary screen, esBAF inhibitor project, mouse ES cells, Bmi1 luciferase knock-in, single point | 24 h; 100% = twice the neutral-well signal | reporter increase, % at 12.5 µM | 2% of 350,000 active | AID 602393, 2012; in the data active = activation above about 40%; inconclusive = no clear call, values can overlap the other calls;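 also: 0% = median of the plate's neutral control wells and 100% = double that signal; a rise in the Bmi1 reporter signal indicates esBAF inhibition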
ERAP1 HTS inh: human ERAP1 aminopeptidase inhibitors, primary screen, biochemical, single point, plate reader | Endoplasmic reticulum aminopeptidase 1 (Homo sapiens), Q9NZ08 | recombinant ERAP1, Leu-AMC fluorescence, 60 min | inhibition, % at 10.7 µM | 0.15% of 340,000 active;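 active = mean replicate inhibition of at least 30%, or all replicates individually reaching that 30% level; inactive = mean below 30% and not every replicate reaching it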;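 also: 0% = neutral control wells and 100% = L-leucinethiol positive control wells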
E-sel inducer: E-selectin induction in HUVECs, primary screen, imaging, HUVEC, immunofluorescence imaging, single point; normalized: neutral wells 0, TNF-alpha wells 100; P16581; 0.37% of 260,000 active; activation, % at 7.58 µM;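 active = mean E-selectin-positive cell signal at least 10% of the positive control, reached in at least 60% of replicates, without over 20% cell loss; inconclusive = no rule given, readout overlaps actives, possibly toxicity-flagged; inactive = the rest, including those meeting only one limit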;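 also: in these data hits start at about 27%; measured in HUVEC primary endothelial cells; signal is the percent of cells scored E-selectin positive by PE staining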
Target sequence (P16581 whole entry, looked up): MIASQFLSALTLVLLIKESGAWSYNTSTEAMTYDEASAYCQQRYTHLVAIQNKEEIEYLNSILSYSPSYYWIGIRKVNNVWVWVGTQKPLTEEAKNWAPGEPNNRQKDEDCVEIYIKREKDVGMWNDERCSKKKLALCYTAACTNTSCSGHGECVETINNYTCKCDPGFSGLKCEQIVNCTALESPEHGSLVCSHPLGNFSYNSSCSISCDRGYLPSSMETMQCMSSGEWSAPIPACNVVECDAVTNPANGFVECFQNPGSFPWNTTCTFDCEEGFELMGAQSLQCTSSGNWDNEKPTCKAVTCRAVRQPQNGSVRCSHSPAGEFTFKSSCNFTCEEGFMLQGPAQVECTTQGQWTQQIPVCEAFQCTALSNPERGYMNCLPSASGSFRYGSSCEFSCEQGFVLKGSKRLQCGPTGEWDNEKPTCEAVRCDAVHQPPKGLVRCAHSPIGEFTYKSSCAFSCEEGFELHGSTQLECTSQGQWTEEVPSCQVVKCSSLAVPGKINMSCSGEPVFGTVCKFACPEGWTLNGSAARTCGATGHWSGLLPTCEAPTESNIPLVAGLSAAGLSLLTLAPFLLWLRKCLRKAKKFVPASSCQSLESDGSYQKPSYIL
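Test system – human umbilical vein endothelial cells (HUVEC), E-selectin induction · Input – 3,000 HUVEC seeded per well · Buffer or medium – EGM-2, gelatin · Compound dosing – single-point compound dose · Detection – immunofluorescence imaging · Measure – percent E-selectin-positive cells · Controls – TNF-alpha high, DMSO low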
RAD52 inh: RAD52 DNA annealing inhibitors, primary screen, biochemical, FRET, single point, set 2; inhibition, % at 18.7 µM; AID 651710, 2012; 0.46% of 360,000 active; recombinant RAD52 DNA annealing, FRET fluorescence; DNA repair protein RAD52 homolog (Homo sapiens), P43351;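 active = every replicate showing at least 50% inhibition; inconclusive = mean inhibition at least 50% but not in every replicate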
ERp5 inh: inhibitors of ERp5-driven insulin aggregation, primary screen, biochemical, turbidity, absorbance 650 nm, single point | Protein disulfide-isomerase A6 (Homo sapiens), Q15084 | 90 min | inhibition, % at 9.99 µM | 0.05% of 350,000 active;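 active = mean replicate inhibition above about 25%, with every replicate also reaching it, limit read from the data, passing the limit was not always enough; inconclusive = only one of those two criteria met; inactive = neither criterion met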
Target sequence (Q15084 whole entry, looked up): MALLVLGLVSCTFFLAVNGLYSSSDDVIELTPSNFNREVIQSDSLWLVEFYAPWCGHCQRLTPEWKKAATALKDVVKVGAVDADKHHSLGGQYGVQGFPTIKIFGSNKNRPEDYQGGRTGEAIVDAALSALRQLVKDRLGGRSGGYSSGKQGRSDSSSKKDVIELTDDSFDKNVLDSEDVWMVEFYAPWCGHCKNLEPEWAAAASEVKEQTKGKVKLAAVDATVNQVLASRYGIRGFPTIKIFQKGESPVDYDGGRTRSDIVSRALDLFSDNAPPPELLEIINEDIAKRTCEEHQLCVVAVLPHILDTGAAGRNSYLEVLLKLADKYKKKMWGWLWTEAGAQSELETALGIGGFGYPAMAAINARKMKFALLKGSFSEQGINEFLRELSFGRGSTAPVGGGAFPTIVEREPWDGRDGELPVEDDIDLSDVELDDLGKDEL
S100A4 inh HTS: inhibitors of S100A4-myosin IIA peptide binding, primary screen, biochemical, fluorescence polarization, TAMRA-MyoIIA peptide; AID 652163, 2013; inhibition, % at 10.7 µM; 0.14% of 360,000 active; Protein S100-A4 (Homo sapiens), P26447;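 active = mean inhibition of at least 70% across replicates, with every replicate also reaching that level; inconclusive = mean inhibition reaches 70% but some replicates fall short; inactive = mean inhibition below 70%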
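Compound dosing: one dose per compound; test system: human S100A4 monomer with TAMRA-labelled myosin IIA peptide; probe or stimulus: TAMRA-labelled myosin IIA heavy-chain peptide probe, 5 nM; medium: HEPES buffer with Ca2+, pH 7.2; schedule: 5 min incubation before reading; benchmarks: neutral control DMSO, positive control TFP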
Numbers without * were called inactive; ? = inconclusive; nt = no result given; & = joins results of further samples.

SMILES	RAD54 inh	Xi reactivation	esBAF inh	ERAP1 HTS inh	E-sel inducer	RAD52 inh	ERp5 inh	S100A4 inh HTS
COc1cccc(-c2nnc(NC(=O)C3CCCCC3)o2)c1	-4	0.0	1	4	3.5	-8	-11	-2
Cc1ccc(OCc2nnc(SCC(=O)N3c4ccccc4Sc4ccc(Cl)cc43)o2)cc1	1	0.0	11	0	8.8	-14	1	-10
COc1cccc(C2C(C(=O)/C=C/c3ccco3)=C(O)C(=O)N2CCN2CCOCC2)c1 (configuration not stated)	-21	0.0	7	-2	4.5	-52	-1	-10
Cc1ccc(/C=C/C(=O)OCC(=O)Nc2cccnc2Cl)cc1	-9	0.0	-8	-1	nt	-16	5	0
COCC(=O)Nc1ccc2c(c1)C(=O)N(C)C[C@@H](OC)[C@H](C)CN(C(=O)C1CCCC1)[C@H](C)CO2	-3	0.3	1	-3	0.3	11	3	-9
C[C@@H]1CN([C@@H](C)CO)C(=O)c2cc(NS(=O)(=O)c3ccc(Cl)cc3)ccc2O[C@@H](C)CCCCO[C@@H]1CN(C)C(=O)Cc1ccccc1	2	0.4	2	3	0.0	-10	-1	2
O=C1CN(S(=O)(=O)c2ccc([N+](=O)[O-])cc2)CC(=O)N1	2	0.2	-1	-1	nt	-6	3	-5
CN(C[C@@H]1[C@@H](c2ccccc2)[C@H](CO)N1CC1CC1)C(=O)c1ccc(F)cc1	-4	0.2	-7	3	-0.3	-2	7	7
Cc1ccc(SCC(=O)NNC(=O)c2ccc(S(C)(=O)=O)cc2)cc1	-7	0.3	3	0	15	-7	-1	-7
CC(CN1CCC(n2nccc2NC(=O)C2CCCC2)CC1)c1ccccc1 (configuration not stated)	0	0.0	6	-1	nt	-14	2	-10
CCOc1ccc(C(C)=O)cc1CSc1nnc(N)s1	nt	0.1	nt	-2	2.2	-22	-3	0
Clc1ccccc1Nc1ncnc2c1nnn2Cc1ccccc1	nt	nt	3	-1	nt	1	-2	5
C=CCc1ccccc1OCC(O)CN1C(=O)c2ccccc2C1=O (configuration not stated)	-2	0.0	0	13	0.2	6	-20	3
O=C(NC1CC1)c1ccc2nc([C@@H]3O[C@H](CO)[C@H](O)[C@H](O)[C@H]3O)[nH]c2c1	-12	-0.1	-5	1	-0.1	-9	-2	-6
O=C(Nc1ccc(F)cc1)N1C[C@@H]2[C@H](c3ccccc31)[C@H](CO)N2C(=O)Cc1ccncc1	2	0.0	-1	5	-0.2	5	3	-2
O=C(N/N=C/c1ccc[nH]1)c1ccc(COc2cccc3cccnc23)cc1	2	0.1	-26	2	-2.0	-19	1	0
COc1cccc(NC(=O)N(C)C[C@H]2Oc3cc(C#CC4(O)CCCC4)ccc3S(=O)(=O)N([C@H](C)CO)C[C@@H]2C)c1	1	-0.8	8	-1	0.2	-4	3	13
Cc1ccc(-c2ccc([C@@H]3[C@@H](CO)N4CCCCN(C(=O)c5ccncc5)C[C@@H]34)cc2)cc1	-4	0.0	nt	-2	0.0	2	3	3
C/C(=N\NC(=S)NCc1ccccc1)c1ccc(Cl)s1	-2	0.5	-1	0	-0.1	8	8	1
COc1cccc(NC(=O)c2cc(CN3C(=O)c4ccccc4C3=O)ccc2OC)c1	-15	0.1	nt	0	nt	-2	-1	1

Brought forward from above: 2 entries, then new ones.
SMILES	RAD54 inh	Xi reactivation	esBAF inh	ERAP1 HTS inh	E-sel inducer	RAD52 inh	ERp5 inh	S100A4 inh HTS
C/C(=N\NC(=S)NCc1ccccc1)c1ccc(Cl)s1	-2	0.5	-1	0	-0.1	8	8	1
COc1cccc(NC(=O)c2cc(CN3C(=O)c4ccccc4C3=O)ccc2OC)c1	-15	0.1	nt	0	nt	-2	-1	1
CC(C)NC(=O)Nc1ccc2c(c1)C(=O)N([C@@H](C)CO)C[C@H](C)[C@H](CN(C)S(=O)(=O)c1cn(C)cn1)O2	2	0.1	0	0	-0.2	-4	6	1
CCN(C(=O)COC(=O)CSc1cc(C)c2ccccc2n1)c1ccccc1	1	0.0	nt	0	0.9	3	6	2
COc1cc(OC)cc(C(=O)NNC(=O)c2cc(=O)[nH]c3ccccc23)c1	nt	-0.1	nt	0	-0.2	-7	0	2
NC(=O)CC(NC(=O)Cc1cccc2ccccc12)c1ccc(NC2CCC2)c([N+](=O)[O-])c1 (configuration not stated)	0	-0.1	-6	nt	0.1	-33	-5	7
COc1ccccc1C1OCC(C)([N+](=O)[O-])CO1 (configuration not stated)	1	0.4	-2	-7	0.0	-6	3	0
COc1ccc(C2CC(=O)c3c(O)cc(O)cc3O2)cc1O (configuration not stated)	-11	nt	52*	-1	nt	2	3	1
CCOC(=O)Cc1csc(NC(=O)CCCc2ccccc2)n1	3	0.1	-4	0	nt	-18	-5	-1
O=C(C[C@H]1C[C@@H]2c3cc(NC(=O)Nc4ccc(F)cc4)ccc3O[C@@H]2[C@H](CO)O1)NCC1CC1	-9	0.0	1	nt	0.2	nt	nt	nt
COC(=O)c1ccccc1C(=O)N(c1ccccc1)c1ccccc1	nt	0.0	nt	-3	-0.1	-4	5	-2
CN(C(=O)c1ccc(NC(=O)Cc2ccc(NC(=O)C3CCN(C(=O)C4CC4)CC3)cc2)cc1)C1CCCC1	2	-0.1	4	-1	-0.1	-13	0	0
CC(C)c1ccc(OCC(=O)Nc2ccccc2C(=O)N2CCOCC2)cc1	-3	0.2	4	3	-0.2	-6	6	-2
C/C=C/c1ccccc1[C@H]1[C@@H](CO)N(c2nc(CC)cs2)[C@H]1C#N	nt	0.1	nt	4	0.0	-1	2	17
CCCCCN(C(=O)CCC(=O)OCCOc1ccc(OCC)cc1)c1c(N)n(CCCC)c(=O)[nH]c1=O	nt	0.4	11	1	nt	-5	-3	-7
CC(C)CC#Cc1cnc2c(c1)C(=O)N([C@H](C)CO)C[C@H](C)[C@H](CN(C)S(=O)(=O)c1cccs1)O2	1	-0.8	5	-2	0.9	7	4	-54
COc1ccccc1NC(=O)N(C)C[C@@H]1OCc2cnnn2CCCC(=O)N([C@@H](C)CO)C[C@@H]1C	4&11	0.5	1&-4	11&-1	0.2	-3&20	7&2	1&3
Cc1ccc(C=Nc2ccc(N(C)C)cc2)o1	9	nt	-4	0	nt	16	2	-6
CCC(=O)Nc1ccc2c(c1)C(=O)N(C)[C@H]1CC[C@H](CC(=O)O)O[C@H]1CO2	3	0.3	-1	-2	0.2	6	-3	1
Cc1oc(-c2ccccc2F)nc1CS(=O)(=O)CC(=O)N1CCOCC1	-7	0.2	12	4	-0.1	-20	3	-12
COc1ccccc1S(=O)(=O)Nc1cc(C)nn1-c1ccc(C)cc1	-3	0.2	-6	4	nt	-26	2	-6
C[C@H](CO)N1C[C@H](C)[C@@H](CN(C)C(=O)Nc2cccc(F)c2)OCc2cn(nn2)CCCC1=O	9	-0.1&-0.2	-1&0	-1&-1	0.0&1.1	3&-7	3&-2	1&-3
Nc1cccc(-c2nc3ncccc3o2)c1	-2	0.1	18	-2	nt	-70	1	-2
N/C(=N\O)c1ccc(Cl)cc1Cl	13	5.7	-4	nt	nt	-9	4	-8
C[C@@H]1CN([C@H](C)CO)C(=O)c2cc(NC(=O)NC3CCCCC3)ccc2O[C@H]1CN(C)Cc1ccc(-c2ccccc2)cc1	19	0.2	-2	-1	-0.1	18	4	-2
CN(C)Cc1cn(CC[C@H]2CC[C@H](NC(=O)Nc3ccccc3F)[C@@H](CO)O2)nn1	-4	0.4	-6	3	0.1	2	0	-2
COc1cc(NC(=O)OCc2ccccc2)c2ncccc2c1	0	0.2	0	1	4.3	-3	3	3
CCc1ccc(C2CC3C(CN2S(=O)(=O)c2ccc(C)cc2)[C@@H](O)C[C@@H](c2ccc(CC)cc2)N3S(=O)(=O)c2ccc(C)cc2)cc1 (some centres not stated)	nt	-0.1	nt	-4	-0.1	-16	-1	-11
CCOc1ccc(N(CC(=O)NC(C)(C)C)S(=O)(=O)c2c(C)noc2C)cc1	3	-0.2	2	1	nt	-1	7	-3
Cc1ccc(S(=O)(=O)N2CCC(C(=O)OCC(=O)NCc3cccc(Cl)c3)CC2)cc1C	-7	0.2	-8	0	9.6	-26	nt	-1
C[C@H]1CN([C@@H](C)CO)C(=O)c2cc(/C=C/c3ccccc3)cnc2O[C@H]1CN(C)S(=O)(=O)c1cccs1	-13	-0.3	0	0	0.2	12	5	4
CCC(NC(=O)c1ccccc1Br)c1ccccc1 (configuration not stated)	nt	0.0	nt	-3	nt	-9	-2	-2
CCCC#Cc1ccc([C@H]2[C@H](CO)N3C(=O)CN(C(=O)Cc4cccnc4)C[C@@H]23)cc1	nt	-0.1	nt	0	-0.1	-10	7	17
Cn1c(=O)cc(Nc2ccccc2)[nH]c1=O	11	0.0	-6	0	nt	-6	2	12
CN(C)C(=O)C[C@H]1CC[C@H](NC(=O)NC2CCCC2)[C@H](CO)O1	-5	0.5	-1	0	-0.4	-2	1	-3
Cc1ccc(NC(=O)c2cc(N3C(=O)C=CC3=O)ccc2N2CCOCC2)cc1Cl	nt	?	nt	2	0.6	-1	10	1
CC1(C)CC(=O)C2=C(C1)Nc1ccccc1N(C(=O)C1CC1)C2c1ccco1 (configuration not stated)	-2	0.0	-3	1	nt	-16	5	-7
C=C(C)CSc1[nH]c(=O)cc(C)c1C#N	1	0.6	nt	3	nt	-8	2	3
C[C@@H]1CN([C@H](C)CO)C(=O)c2cccc(NS(=O)(=O)c3ccc(F)cc3)c2O[C@@H]1CN(C)S(=O)(=O)c1ccc(Cl)cc1	1	-0.5	1	2	0.2	12	7	-17
Cc1cc(C)c(NC(=O)CSc2nc3ccc(N4C(=O)c5ccccc5C4=O)cc3s2)c(C)c1	7	-0.1	-7	3	5.6	-20	-6	-3
CCOC(=O)C1(CCCc2ccccc2)CCN(C(=O)CCCn2cncn2)CC1	nt	-0.1	nt	-1	nt	-8	-2	-2
CCOC(=O)C1=CC[C@@H](c2ccccc2)N(S(=O)(=O)c2ccc(C)cc2)[C@H]1C	-3	0.0	-1	-7	0.0	8	6	1
COc1ccccc1C(C)NC(=O)CCNC(=O)c1ccc(Cl)cc1 (configuration not stated)	8	0.4	7	-1	nt	-5	3	-3
COc1ccc(NS(=O)(=O)c2ccc(N3CCN(CCO)CC3)c([N+](=O)[O-])c2)cc1	5	0.0	nt	1	nt	6	-5	0
COc1ccc(OC)c(Cc2nnc(CCC(=O)NC3CCCCC3)o2)c1	nt	-0.3	14	nt	-0.9	-3	-3	6
